PMI act hi M6P = human PMI activators, high substrate, primary screen, biochemical, fluorescence intensity, near-saturating mannose 6-phosphate; activation factor at 20 µM; Mannose-6-phosphate isomerase (Homo sapiens), P34949; coupled PMI enzyme assay, resazurin fluorescence, 20 min; hits give high values; 1 = untreated enzyme, 0 = substrate-free blank; AID 1216, 2008; hit rate 0.34% among 190,000;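 active = activation factor of 2 or more at 20 µM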
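Test system – human PMI in coupled enzyme assay · Timing – 20 min incubation at room temperature · Detection – Diaphorase-driven resazurin-to-resorufin fluorescence, excitation 544, emission 590 nm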
PMI activator = activators of human PMI, primary screen, biochemical, fluorescence intensity, near-Km mannose 6-phosphate | Mannose-6-phosphate isomerase (Homo sapiens), P34949 | hit rate 0.005% among 190,000 | purified human PMI, coupled resazurin fluorescence, 20 min; hits give high values; 1 = vehicle control, 0 substrate-free wells | activation factor at 20 µM;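 active = activation factor of 2 or more at 20 µM, relative to plate controls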
TNAP inh hiacc = human TNAP enzyme inhibitors, primary screen, biochemical, luminescent, high phosphate acceptor level, uHTS; purified TNAP, CDP-star luminescence, 1 M DEA; inhibition, % at 20 µM; hit rate 0.03% among 200,000; AID 1135, 2008;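 active = over 50% inhibition of tissue-nonspecific alkaline phosphatase at 20 µM in the single-dose screen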;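 also: plate controls were DMSO wells for no effect and EDTA-quenched wells as full inhibition for full effect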
Target sequence (P05186 whole entry, looked up): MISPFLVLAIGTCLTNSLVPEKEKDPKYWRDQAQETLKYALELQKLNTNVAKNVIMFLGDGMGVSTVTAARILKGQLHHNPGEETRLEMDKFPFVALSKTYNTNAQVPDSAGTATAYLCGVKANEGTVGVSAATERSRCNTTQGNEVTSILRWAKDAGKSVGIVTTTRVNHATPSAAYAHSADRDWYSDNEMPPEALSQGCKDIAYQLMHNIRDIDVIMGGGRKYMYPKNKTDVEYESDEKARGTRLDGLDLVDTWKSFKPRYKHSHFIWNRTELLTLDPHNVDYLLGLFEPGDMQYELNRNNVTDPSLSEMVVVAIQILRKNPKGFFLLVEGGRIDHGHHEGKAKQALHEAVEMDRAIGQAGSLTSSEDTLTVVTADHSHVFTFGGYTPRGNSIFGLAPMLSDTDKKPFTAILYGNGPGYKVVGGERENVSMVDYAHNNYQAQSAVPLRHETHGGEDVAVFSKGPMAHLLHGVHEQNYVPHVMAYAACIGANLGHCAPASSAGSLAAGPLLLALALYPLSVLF
TNAP inh no acc = human TNAP enzyme inhibitors, primary screen, biochemical, luminescent, no phosphate acceptor, uHTS | inhibition, % at 20 µM | Alkaline phosphatase, tissue-nonspecific isozyme (Homo sapiens), P05186 | purified TNAP, CDP-star luminescence, 30 min | AID 1012, 2008 | hit rate 0.26% among 200,000;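 active = tissue-nonspecific alkaline phosphatase inhibition above about 50% at 20 µM in the single-dose screen, limit read from the data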;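 also: 0% = DMSO negative control and 100% = EDTA positive control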
NF-kB neuron act = activators of NF-kB expression in neurons, primary screen, cell-based, HTS. human neuronal cells, NF-kB reporter expression; hits give high values. fold change at 12.5 µM. hit rate 1.6% among 190,000. AID 1239, 2008; in the data active = fold change above about 3.3
APP 5'UTR act = activators of APP 5'UTR luciferase reporter, primary screen, SH-SY5Y cells. SH-SY5Y APP 5'UTR luciferase reporter, luminescence; zero percent = DMSO vehicle wells. activation, % at 2 µM. hit rate 1% among 190,000;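 active = activation above a set limit, based on mean plus 3 SD of controls, cut at about 140% in these data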; also: values of inactives mirror those of a sister screen read the other way
FLuc stim CS = FLuc activators, initial screening, artefact control for FLuc-dependent activation tests, biochemical, ATPlite luminescence | Luciferin 4-monooxygenase (Photinus pyralis), P08659 | ATPlite luciferase biochemical, 10 min; 0 = ATP-free wells, 1 = DMSO control | activation factor at 10 µM | 200,000 tested, under 10 active | AID 1027, 2008;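 active = luciferase activation factor, scaled between plate controls, of at least 2 with compound at 10 µM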
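System: Luciferase/luciferin detection reagent, cell-free biochemical luciferase assay | Medium: PBS buffer for ATP | Dosing: Test compounds dosed from 2 mM stocks in 100% DMSO | Timing: 10 min at ambient temperature | Signal: Luminescence measurement of luciferase light output | Evaluation: Luciferase activation, seen as luminescence increase over controls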
bIAP activator = bovine intestinal alkaline phosphatase activators, primary screen, biochemical, bovine IAP, CDP-star luminescence | alkaline phosphatase, intestinal [Bos taurus] | purified bovine IAP, 30 min; hits give high values; fold of DMSO-control signal, blank-subtracted | activation factor at 20 µM | hit rate 0.17% among 200,000;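 active = activation factor of 2 or more at 20 µM, a signal rise over negative controls twice the positive control's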
FLuc inh counter = firefly luciferase enzyme inhibitors, primary screen, artefact control for luciferase-based inhibitor screens, biochemical, luminescence, ATPLite; Luciferin 4-monooxygenase (Photinus pyralis), P08659; 10 min; inhibition, % at 10 µM; hit rate 1.5% among 200,000;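 active = inhibition above about 50% when tested at 10 µM, limit read from the data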
TNAP act hiacc = TNAP activators at high phosphate acceptor level, primary screen, biochemical, luminescence, uHTS; Alkaline phosphatase, tissue-nonspecific isozyme (Homo sapiens), P05186; purified TNAP, CDP-star luminescence, 1 M DEA, 30 min; hits give high values; 0 = EDTA background, 1 = DMSO-only activity; activation factor at 20 µM; 200,000 tested, under 10 active; AID 1136, 2008;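 active = activation factor at least 2 at 20 µM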
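Measured by: Luminescent substrate turnover signal | Test system: Human TNAP | Input: TNAP 1/800 final | Dosing: 20 µM single point | Schedule: 30 min, room temperature | Controls: EDTA wells as negative control, DMSO wells as positive control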
Active calls of the source: *; · = no result given. The order is random; 3.6% or so of the library scored in one or more.

cpd | structure | bIAP activator | NF-kB neuron act | TNAP act hiacc | PMI act hi M6P | PMI activator
1 | COc1ccc2[nH]c(C)c(CCNC(=S)Nc3ccccc3OC)c2c1 | 0.7 | 1 | 1 | 1 | 1
2 | CNS(=O)(=O)c1cc(N(C)S(=O)(=O)c2ccc(C)cc2)c(C)cc1C | 1.1 | 0.94 | 1 | 1.1 | 1
3 | O=C1NCCN(Cc2ccc(Cl)c(F)c2)C1CC(=O)N1CCCCO1 (stereo not drawn) | 1 | 1.3 | 1 | 0.6 | 1
4 | COc1cc(C(=O)N2CCN=C2c2ccccc2)cc(OC)c1OC | 1 | 1.1 | 1 | 1 | 1
5 | COc1ccc(N2CCN(C(c3cc4ccc(C)cc4[nH]c3=O)c3nnnn3C3CCCC3)CC2)cc1 (stereo not drawn) | 1 | 0.95 | 1.1 | 0.6 | 0.8
6 | CCOC(=O)c1c(NC(=S)Nc2ccc(Cl)cc2)sc2c1CCN(C)C2 | 0.9 | 0.92 | 1 | 1.2 | 1.1
7 | O=C(CCl)NCCCCCCCCCNC(=O)CCl | 0.6 | 0.99 | 1 | 1.2 | 1.2
8 | COC(=O)CSc1nnc(SCc2ccc(OC)cc2)s1 | 1 | 1.1 | 1 | 1 | 1.1
9 | O=[N+]([O-])C1=CC=C2C(=NC3(CCCCC3)N2O)C1=NCCc1ccccc1 | 0.9 | 1.1 | 0.9 | 0.4 | 0.4
10 | OC1CC(c2ccco2)NC2(CCCCC2)C1 (stereo not drawn) | 1.1 | 0.98 | 1.1 | 1.1 | 1
11 | COc1ccc(CCNC(=O)CN(C2CCCCC2)S(C)(=O)=O)cc1 | 0.9 | 0.98 | 1 | 0.9 | 0.9
12 | CCOc1ccc(C(=O)N/N=C(\c2ccccc2)c2ccccn2)cc1 | 1.1 | 1.2 | 1 | 1.2 | 1.1
13 | C=CCn1c(CNC(=O)c2cccs2)nnc1SCc1ccc(Cl)cc1Cl | 0.9 | 0.8 | 1 | 0.9 | 0.9
14 | COc1c(N2CCN(C(=S)Nc3ccc(F)cc3)C(C)C2)c(F)cc2c(=O)c(C(=O)O)cn(C3CC3)c12 (stereo not drawn) | 1 | 1.1 | 1.1 | 0.8 | 0.8
15 | O=C(N/N=C/c1oc(O)c2ccccc12)c1ccccc1O | 1 | 1 | 1.1 | 1.3 | 1.6

cpd | TNAP inh no acc | APP 5'UTR act | TNAP inh hiacc | FLuc inh counter | FLuc stim CS
1 | -13 | -1 | -3 | -3 | 1
2 | 3 | -14 | -2 | -10 | 1.1
3 | -10 | -2 | -1 | 2 | 1
4 | -2 | 0 | -2 | -1 | 1
5 | 2 | 1 | -11 | -10 | 1.1
6 | 14 | 4 | 4 | -8 | 1.1
7 | -1 | -15 | -4 | -3 | 1
8 | -6 | 2 | 1 | 15 | 0.8
9 | 6 | -21 | 10 | 6 | 0.9
10 | 1 | -16 | -6 | -2 | 1
11 | -7 | -3 | -2 | -2 | 1
12 | -4 | -72 | -3 | 1 | 1
13 | -13 | -2 | -1 | -1 | 1
14 | 0 | -7 | -5 | -7 | 1.1
15 | 16 | -32 | -7 | 10 | 0.9

(listing goes on)
cpd | structure | bIAP activator | NF-kB neuron act | TNAP act hiacc | PMI act hi M6P | PMI activator
16 | CCOc1cccc(OCCOCCN2CCCC2)c1 | 0.9 | 1.1 | 1.1 | 1 | 0.9
17 | COc1cc(/C=C(\C#N)C(=O)NCC2CCCO2)ccc1OCC(N)=O (stereo not drawn) | 1 | 1.1 | 1.1 | 1 | 1
18 | CCCC(=O)N1CCC(O)(c2cccc(F)c2)CC1 | 1 | 1.6 | 1.1 | 1.1 | 1.1
19 | O=C(NC(Cc1ccccc1)C(=O)O)OCc1ccccc1 (stereo not drawn) | 1 | 1 | 1.1 | 1.1 | 1.1
20 | COc1ccc(NC(=O)N2CCCCC2c2cccnc2)cc1 (stereo not drawn) | 1 | 1.2 | 1 | 0.9 | 0.9
21 | O=C(O)CCC(=O)N1CCc2cc(S(=O)(=O)NC3CCCc4ccccc43)ccc21 (stereo not drawn) | 1 | 1 | 1 | 1 | 1
22 | COc1ccccc1NC(=O)COC(=O)Cc1cccs1 | 0.9 | 1.1 | 1 | 1.1 | 1.1
23 | O=C1c2ccc([N+](=O)[O-])cc2C(=O)N1c1ccc(Cl)cn1 | 0.9 | 0.97 | 1.1 | 1 | 1
24 | OCC1(Cc2cccc(Cl)c2)CCCN(Cc2ccc3cc(F)ccc3n2)C1 (stereo not drawn) | 1.3 | · | 1 | 0.8 | 0.8

cpd | TNAP inh no acc | APP 5'UTR act | TNAP inh hiacc | FLuc inh counter | FLuc stim CS
16 | -15 | 1 | -8 | -7 | 1.1
17 | -4 | 20 | -5 | -10 | 1.1
18 | -9 | 14 | -6 | 1 | 1
19 | 8 | 0 | -5 | -8 | 1.1
20 | -13 | 9 | 2 | -5 | 1
21 | -9 | 6 | -1 | -2 | 1
22 | -9 | -15 | -2 | -2 | 1
23 | -10 | 0 | -6 | -4 | 1
24 | -1 | 5 | -4 | -6 | 1.1

Entries from the list above containing a Cl atom (six):
cpd | structure | bIAP activator | NF-kB neuron act | TNAP act hiacc | PMI act hi M6P | PMI activator
3 | O=C1NCCN(Cc2ccc(Cl)c(F)c2)C1CC(=O)N1CCCCO1 (stereo not drawn) | 1 | 1.3 | 1 | 0.6 | 1
6 | CCOC(=O)c1c(NC(=S)Nc2ccc(Cl)cc2)sc2c1CCN(C)C2 | 0.9 | 0.92 | 1 | 1.2 | 1.1
7 | O=C(CCl)NCCCCCCCCCNC(=O)CCl | 0.6 | 0.99 | 1 | 1.2 | 1.2
13 | C=CCn1c(CNC(=O)c2cccs2)nnc1SCc1ccc(Cl)cc1Cl | 0.9 | 0.8 | 1 | 0.9 | 0.9
23 | O=C1c2ccc([N+](=O)[O-])cc2C(=O)N1c1ccc(Cl)cn1 | 0.9 | 0.97 | 1.1 | 1 | 1
24 | OCC1(Cc2cccc(Cl)c2)CCCN(Cc2ccc3cc(F)ccc3n2)C1 (stereo not drawn) | 1.3 | · | 1 | 0.8 | 0.8

cpd | TNAP inh no acc | APP 5'UTR act | TNAP inh hiacc | FLuc inh counter | FLuc stim CS
3 | -10 | -2 | -1 | 2 | 1
6 | 14 | 4 | 4 | -8 | 1.1
7 | -1 | -15 | -4 | -3 | 1
13 | -13 | -2 | -1 | -1 | 1
23 | -10 | 0 | -6 | -4 | 1
24 | -1 | 5 | -4 | -6 | 1.1
